CaV13 ICDI inh: Primary screen for inhibitors of IQ motif and Ca2+-dependent inactivation inhibitor domain binding in CACNA1D, Förster resonance energy transfer in living cells, …; HEK cells, CFP/YFP FRET ICDI-IQ, plate reader, 10 min; percent FRET-ratio fall versus neutral wells; inhibition, % at 12.3 µM; 0.098% of 340,000 active; AID 743397;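 active means mean replicate inhibition of at least 30% and at least 1% of replicates passing that level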;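 further: 0% = median of the neutral control wells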
MITF TRPM1 inh: reduces MITF-dependent TRPM1 promoter luciferase signal. 0.83% of 330,000 active. inhibition, % at 12.5 µM. SK-MEL-5 TRPM1 promoter luciferase, 24 h;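 active means mean inhibition across replicates of 60% or more, whatever share of single replicates reaches that level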; further: values of inactives mirror those of a sister screen read the other way
CF NFkB inh: blocks PAF-induced NF-kB reporter in cystic fibrosis cells; KKLEB NF-kB-GFP reporter, GFP fluorescence overnight; inhibition, % at 5 µM; 0.86% of 360,000 active; AID 588850;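 active means at least 50% inhibition at 5 µM, scaled per plate between neutral and stimulator controls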;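 further: PAF is a Pseudomonas aeruginosa culture filtrate used as stimulus; plate controls were PAF-stimulated DMSO wells for no effect and unstimulated DMSO wells for full effect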
HIF-2a inh: HIF-2a inhibition | AID 624352 | 786-0 RCC cells HIF-2a reporter, luciferase luminescence, overnight | 0.72% of 360,000 active | inhibition, % at 18.8 µM;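 active means inhibition of the luminescence signal of 40% or more relative to plate controls, in a single-dose primary screen at 18.75 µM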
NR2E3 ag-1: activates human NR2E3 receptor | Q9Y5X4 | CHO-S Gal4-NCOR/VP16-NR2E3 two-hybrid, luciferase | inhibition of corepressor binding, % at 3.98 µM | 0.35% of 360,000 active | AID 602229;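 active means inhibition above the mean of all tested compounds plus 3 SD, cut at about 70% in these data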;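 further: 0% = DMSO with NR2E3 transfected cells and 100% = cells lacking NR2E3 construct; higher means lower luciferase signal from less NR2E3 corepressor binding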
Target sequence (Q9Y5X4 whole entry, looked up, the tested form may be a part): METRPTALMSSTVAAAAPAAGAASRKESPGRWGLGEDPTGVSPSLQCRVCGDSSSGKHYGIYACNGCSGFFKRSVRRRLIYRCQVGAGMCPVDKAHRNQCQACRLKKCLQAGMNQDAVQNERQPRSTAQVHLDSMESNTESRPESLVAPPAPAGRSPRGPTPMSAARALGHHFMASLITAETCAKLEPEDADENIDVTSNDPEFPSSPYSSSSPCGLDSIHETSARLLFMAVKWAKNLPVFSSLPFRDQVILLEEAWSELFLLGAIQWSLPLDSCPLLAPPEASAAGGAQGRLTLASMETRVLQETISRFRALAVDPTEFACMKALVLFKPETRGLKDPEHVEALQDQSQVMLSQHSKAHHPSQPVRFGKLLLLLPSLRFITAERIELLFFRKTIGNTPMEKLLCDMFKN
NR2E3 ag-2: agonists of human nuclear receptor NR2E3. Q9Y5X4. GST-NR2E3/biotin-RetCOR TR-FRET, 1536-well. inhibition of corepressor binding, % at 4.78 µM. 0.12% of 320,000 active. AID 2300;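 active means percent inhibition above the cutoff of mean plus 3 SD of all tested compounds, set per screening campaign, cut at about 20% in these data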;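 further: 0% = DMSO wells and 100% = biotin wells as full block of FRET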
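system = GST-tagged NR2E3 plus biotinylated RetCOR corepressor | input = 1.35 nM GST-NR2E3 | also added = 7 nM biotin-RetCOR | schedule = 5 h incubation at 4 °C | measured by = TR-FRET with europium anti-GST and streptavidin-D2, 340 nm excitation | read-out = percent loss of FRET ratio relative to control wells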
Vif inh: inhibitors of HIV Vif. HEK293T cells, Vif self-association by quenched fluorescence, imaging, 24 h. 0.35% of 340,000 active. inhibition, % at 7.49 µM; in the data active means inhibition above about 50%, passing the limit was not always enough; further: some results filed as inactive read as strong as hits
Peg3 promoter: inhibitors of Peg3 promoter | HeLa PEG-Prom luciferase reporter, luminescence, overnight | inhibition, % at 20 µM | 1.7% of 360,000 active | AID 588405;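 active means inhibition of at least 50% at 20 µM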
Shn3 3UTR inh: inhibitors of Schnurri-3 3'UTR reporter in osteoblasts. Clone20 osteoblast Shn3 3'UTR firefly luciferase, 24 h. inhibition, % at 12.5 µM. 0.52% of 360,000 active;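 active means mean inhibition of at least 75% with every replicate also reaching 75%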;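 further: 0% = median of neutral control wells and 100% = pilot-screen positive control compound; some compounds past the cut are filed as inactive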
PDI turbidity: inhibitors of human protein disulfide isomerase. P07237. PDI insulin aggregation turbidity, A650, 90 min. inhibition, % at 10 µM. 0.052% of 350,000 active;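 active means mean inhibition across replicates of 30% or more, whatever share of single replicates reach that level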;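 further: absorbance from insulin aggregation driven by PDI reduction with DTT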
Target sequence (P07237 whole entry, looked up): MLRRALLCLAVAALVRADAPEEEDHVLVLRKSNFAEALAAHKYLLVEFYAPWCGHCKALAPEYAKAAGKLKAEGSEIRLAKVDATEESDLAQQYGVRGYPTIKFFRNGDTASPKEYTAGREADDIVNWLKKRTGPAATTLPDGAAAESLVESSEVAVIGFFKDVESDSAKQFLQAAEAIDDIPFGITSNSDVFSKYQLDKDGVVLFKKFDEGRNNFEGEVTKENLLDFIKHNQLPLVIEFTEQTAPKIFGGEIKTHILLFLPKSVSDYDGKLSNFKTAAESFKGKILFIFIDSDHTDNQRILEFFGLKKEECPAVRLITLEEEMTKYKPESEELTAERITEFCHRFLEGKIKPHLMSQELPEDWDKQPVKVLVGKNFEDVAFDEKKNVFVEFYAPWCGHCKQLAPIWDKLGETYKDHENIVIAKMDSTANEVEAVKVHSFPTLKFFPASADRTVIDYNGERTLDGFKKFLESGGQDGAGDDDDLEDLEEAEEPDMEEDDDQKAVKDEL
KKLEB cytotox: reduces viability of KKLEB cystic fibrosis airway cells; activity change (cytotoxicity), % at 5 µM; KKLEB CF airway cells viability, ATPlite luminescence, overnight; hits give low values; cells stimulated with P. aeruginosa culture filtrate; 0.36% of 360,000 active;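 active means corrected activity change at or below -50% at 5 µM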
* hit, by the source's call; · = no result given.

SMILES	CaV13 ICDI inh	MITF TRPM1 inh	CF NFkB inh	HIF-2a inh	NR2E3 ag-1	NR2E3 ag-2	Vif inh	Peg3 promoter	Shn3 3UTR inh	PDI turbidity	KKLEB cytotox
CC(OC(=O)c1ccccc1NCCO)C(=O)NC1CCCCC1C (stereo not drawn)	-15	-7	-27	2	-21	-1	2	-10	16	3	13
COc1ccc(/C(O)=C2/C(=O)C(=O)N(Cc3cccnc3)C2c2ccncc2)cc1F (stereo not drawn)	0	-2	-3	-1	-9	4	9	-1	5	0	-2
CN(C)c1nc(N(C)C)n(C(=O)c2ccc(F)cc2)n1	4	1	9	19	7	1	3	22	1	2	2
CC(C)CC1(C)CNC(=O)NC1	-10	3	-4	13	-18	·	25	8	2	-4	6
CCCNc1nc(C)cc(-c2cc(C(=O)NC3CCCC3)on2)n1	-10	-13	-1	-22	2	6	-5	-22	12	2	2
Cc1ccc(S(=O)(=O)NC2CCCC(C(=O)O)C2)cc1 (stereo not drawn)	-3	-2	-4	10	-1	-3	8	14	-15	0	4
CCN(CC)c1ccc(/C=N/Nc2cccc(C)c2)c(O)c1	-4	9	-30	1	-19	2	2	7	-11	-3	20
O=C(Cn1cnc2cc([N+](=O)[O-])ccc2c1=O)NCc1ccc(Cl)cc1	0	18	-28	5	-6	2	-4	12	-2	-6	-25
O=C1CN(C(=O)COC(=O)CCC(=O)c2ccc(F)cc2)c2ccccc2N1	-2	-2	7	-1	-24	·	3	5	-12	2	-2
COc1ccc(-c2noc(CN(C(=O)c3ccoc3C)C(C)C)n2)cc1	-4	-2	13	-8	-9	2	-11	-4	15	5	-1
O=C(O)CSc1nnc(NC(=O)CN2CCOCC2)s1	-14	-6	13	26	-25	0	13	8	2	2	-6
Cc1ccc(-c2ccc(/C=N/n3cnnc3)o2)cc1	-5	1	-14	0	3	-4	-14	3	2	-3	-6
O=C1c2ccccc2NC(c2cccc([N+](=O)[O-])c2)N1CCc1ccccc1 (stereo not drawn)	-3	-7	4	-134	-115	3	4	-122	-44	-7	-4
Cc1c(NC(=O)/C(C#N)=C\c2cccs2)c(=O)n(-c2ccccc2)n1C	-8	24	3	3	1	-1	4	-3	16	3	-12
O=C(COC(=O)C1(c2ccc(Cl)cc2)CCCC1)N1CCc2ccccc21	-18	7	0	15	6	-1	2	30	28	-5	-8
Cc1ccc(C(=O)OCC(=O)c2c(N)n(C)c(=O)n(C)c2=O)cc1S(=O)(=O)N1CCCCC1	-8	-23	16	20	-13	-2	-3	23	7	-12	-10
O=C(CSc1nc(NS(=O)(=O)c2ccccc2)cc(=O)[nH]1)Nc1ccc(F)cc1	-7	1	1	6	-5	3	7	1	3	-9	-6
CN(Cc1nc2ccccc2[nH]1)C(=O)C1CCC(=O)N(C2CCCC2)C1 (stereo not drawn)	-2	2	16	8	-27	-1	-1	4	9	3	7
CC1CCCN(c2ccc(/C=C(\C#N)c3nn(-c4ccccc4)c(N)c3C#N)cc2[N+](=O)[O-])C1 (stereo not drawn)	-4	2	13	6	-32	-3	-5	15	37	-1	-11
O=C(COc1cc2oc(=O)cc(-c3ccccc3)c2cc1Cl)NCc1ccccn1	-3	-11	-32	-7	-11	0	5	12	-13	7	-12
COCCn1c(SCC(=O)NCc2ccco2)nnc1-c1c[nH]c2ccccc12	-5	-3	-8	8	-17	4	·	-4	-10	·	17
Cc1cccc(N(Cc2ccccc2)C(=O)CN2C(=O)NC3(CCCC3)C2=O)c1	-6	12	19	22	12	3	-8	2	10	-5	-1
Cc1c(Cl)cccc1NC(=O)c1cc(C2CC2)on1	-5	-46	20	-253	-47	6	-5	-215	-47	5	-4
COc1ccc(C(=O)Nc2ccc(Cl)c(S(=O)(=O)Nc3ccccc3OC)c2)cc1	-5	28	11	1	-5	-1	-19	29	72	1	-9
Cc1ccc(NCCC(=O)c2cccs2)cc1Cl	-5	-23	-11	-239	-57	4	-2	-210	-75	2	2
COc1ccc2c(c1)nc(SCC(C)O)n2C (stereo not drawn)	-4	-18	6	-32	16	0	-1	-44	-9	5	-3
O=C(CNc1ccccc1)N/N=C/c1ccc2c(c1)OCCO2	-8	-4	3	-122	-15	0	0	-123	-4	-25	10
Brc1ccc2ncc3ccccc3c2c1	-5	-3	20	-20	15	·	-10	-21	-3	-1	8
CC(=O)N1CCOc2ccc(S(=O)(=O)N3CCC(C(=O)NCc4ccc(Cl)cc4)CC3)cc21	-12	·	8	7	12	·	-3	-6	12	25	-19
Cc1ccccc1-c1nc(CS(=O)(=O)CC(=O)Nc2cc(F)ccc2F)c(C)o1	-3	·	8	14	4	1	10	21	11	·	10
C=CCOc1ccc(CNCc2cccnc2)cc1OCC	-2	6	-11	0	3	3	6	6	1	-1	-2
CN(CC(=O)Nc1ccc(Cl)c(C(F)(F)F)c1)C(=O)C1CCN(C(=O)c2ccc(Cl)cc2)CC1	-3	-2	29	14	-2	·	-2	36	7	-4	-12
CN(C)C(CNC(=O)c1coc2ccccc2c1=O)c1ccccc1 (stereo not drawn)	-4	27	33	19	15	0	6	13	4	-14	-21
CCCN(CC(=O)Nc1cccc(S(N)(=O)=O)c1)CC(=O)Nc1ccc(F)c(F)c1F	-2	6	5	17	5	0	0	14	-5	-2	0
CCN(CC)S(=O)(=O)c1ccc(/C=C/C(=O)OCC(=O)NC(=O)C2COc3ccccc3O2)cc1 (stereo not drawn)	-5	-12	10	-32	-33	·	-2	-28	-22	-11	-5
CCCCN(CCCC)c1nc(OC)nc(-n2nnc(C(C)=O)c2C)n1	-4	2	-2	13	1	4	-8	15	17	-8	-13
CC(=O)c1ccc(N=Cc2c(O)n(-c3cc(Cl)ccc3N3CCOCC3)c(=O)c3ccccc23)cc1	-10	-10	2	-7	-8	1	-6	9	3	-16	3
Cc1cc([N+](=O)[O-])nn1CC(=O)N(C)C1CCCCC1	-4	-1	-15	12	-32	2	13	14	0	4	7
O=C(COC(=O)/C=C/c1ccc2c(c1)OCO2)Nc1ccc(S(=O)(=O)N2CCCC2)cc1	-5	-6	-3	15	-3	3	-1	3	-10	14	0
O/N=C1\CCCc2ccc(Cl)cc21	-4	13	17	6	-1	3	2	6	-10	-9	-5
NC(=O)CSc1nnc2ccc(-c3ccc(Cl)cc3)nn12	-5	3	-25	9	-15	-3	4	3	-1	8	15
CCOc1ccccc1N1CCN(CC(O)COCc2cccs2)CC1 (stereo not drawn)	-4	3	-17	7	-35	3	1	8	-5	16	3
COc1ccc2c(C)cc3nnnn3c2c1	-3	-12	-23	-2	-14	3	18	-17	7	3	7
COc1cccc(OC)c1OCCNCC1CSc2ccccc2O1 (stereo not drawn)	-5	-13	10	-12	-4	3	6	-24	-6	0	-19
CCOc1ccccc1NC(=O)C1CCCN(S(=O)(=O)c2ccccc2)C1 (stereo not drawn)	-5	3	1	7	-37	9	·	16	-4	-9	14
CCOC(=O)c1[nH]ncc1[C@@H]1C[C@H]2CN(Cc3cccc(Cl)c3)C(=O)[C@]23CCCN13	1	1	13	11	-42	-3	-2	20	-11	4	-18
COc1ccc(NC(=O)COC(=O)c2ccc3c(c2)OCO3)c(OC)c1	-10	-12	24	8	-25	·	2	26	8	-14	-3
CCOC(=O)C1CCCN(c2c(NCCc3ccc(C)cc3)c(=O)c2=O)C1 (stereo not drawn)	-1	-6	4	2	10	2	-3	15	-12	1	10
Cc1sc2c(c1C)c(=O)n(-c1cccc(C(F)(F)F)c1)c(=O)n2CC(=O)NCc1ccco1	-4	-4	0	11	-6	-1	5	21	-3	-2	-12
COCCCNc1nc2ccccc2nc1NS(=O)(=O)c1ccc(F)cc1	-4	-28	-3	2	-1	-2	-7	12	13	2	8
CCN1CCN(c2nc(C)c3c(n2)CCCC3=O)CC1	-5	14	-2	13	-20	-4	-11	11	-1	-2	-12
COc1ccc(N2CCN(C(=O)NCc3ccc(OC)c(Cl)c3)CC2)cc1	-1	3	-10	15	18	0	-1	11	15	-1	-6
CC1CCN(C(=O)COC(=O)C(C)N2C(=O)c3ccccc3C2=O)CC1 (stereo not drawn)	-3	0	-9	11	-11	-1	7	-6	-6	0	-5
C=CC[C@@H](Cc1ccc(F)cc1)C(=O)OC[C@H]1CCCN1C(=O)[C@@H](CC=C)CC(=O)N[C@H](CO)Cc1ccccc1	-8	-3	-5	25	21	·	-1	13	-10	0	2
Cc1ccccc1-c1cc2nc(NCCN3CCCC3)n(C)c(=O)c2s1	-7	·	-12	-123	-30	·	-1	-70	-23	1	5
CSCCC(NS(=O)(=O)c1ccc(C)c(C(=O)O)c1)C(=O)O (stereo not drawn)	-6	7	-1	11	-12	2	12	7	-2	-2	0
N/C(=N\OC(=O)c1ccc([N+](=O)[O-])cc1)c1ccc(Br)cc1	-18	-63	-13	-152	-16	4	-1	-178	-59	-1	-4
CCCS(=O)(=O)Nc1cccc(-c2ccc3nnc(C)n3n2)c1	-5	-3	-28	-6	5	6	-7	-8	-11	2	1
Cc1ccc(C(=O)OCC(=O)N(C)C2CCS(=O)(=O)C2)cc1[N+](=O)[O-] (stereo not drawn)	-5	-7	-3	6	0	-1	15	13	4	0	1
COc1ccc(Cn2c(=O)cc(N)n(-c3ccccc3C)c2=O)cc1	-5	·	22	22	-3	-2	-4	20	-2	-5	-16

Nothing new here: entries from further up.
SMILES	CaV13 ICDI inh	MITF TRPM1 inh	CF NFkB inh	HIF-2a inh	NR2E3 ag-1	NR2E3 ag-2	Vif inh	Peg3 promoter	Shn3 3UTR inh	PDI turbidity	KKLEB cytotox
Cc1sc2c(c1C)c(=O)n(-c1cccc(C(F)(F)F)c1)c(=O)n2CC(=O)NCc1ccco1	-4	-4	0	11	-6	-1	5	21	-3	-2	-12
COCCCNc1nc2ccccc2nc1NS(=O)(=O)c1ccc(F)cc1	-4	-28	-3	2	-1	-2	-7	12	13	2	8
CCN1CCN(c2nc(C)c3c(n2)CCCC3=O)CC1	-5	14	-2	13	-20	-4	-11	11	-1	-2	-12

The list continues:
SMILES	CaV13 ICDI inh	MITF TRPM1 inh	CF NFkB inh	HIF-2a inh	NR2E3 ag-1	NR2E3 ag-2	Vif inh	Peg3 promoter	Shn3 3UTR inh	PDI turbidity	KKLEB cytotox
O=C(Cn1cnc2c(nnn2Cc2ccc(F)cc2)c1=O)OCc1ccccc1	-8	0	3	2	10	4	·	6	-54	-3	3
CCCOc1ccc(Cl)cc1CN1CCOCC1	·	-8	3	23	-34	2	-3	19	3	-1	0
CC(=O)c1ccc(S(=O)(=O)N2CCN(C(=O)CCC3CCCC3)CC2)cc1	-6	-4	-19	2	18	·	-10	7	4	-6	12
CCCC(CNC(=O)COC(=O)C1=NNC(=O)CC1)c1ccc(Cl)cc1Cl (stereo not drawn)	-6	3	21	5	-22	·	18	8	6	2	-7
Cc1cc2ncn(S(=O)(=O)N3CCOCC3)c2cc1C	·	10	-2	12	8	3	0	19	-2	-11	1
Cc1ccccc1C(=O)N1CCC(C(=O)NCCc2ccc(S(N)(=O)=O)cc2)CC1	-5	8	2	5	-16	-1	11	4	-5	-1	2

Compound activity: PubChem BioAssay, several laboratories

An unsorted share of the library, and some 3.3% of all compounds hit somewhere here.
